HepG2 viability: qHTS for Inhibitors of TGF-b: Cytotox Counterscreen | HepG2 CAGA-GFP viability, ATP luminescence, 18 h | Potency, µM (highest dose often 46.1 µM), for inactives: at the top dose activity change, negative = cytotoxicity, hits mostly cytotoxic | actives 0.76% (n = 410,000) | AID 588856, 2011; also: potency is read from the fitted curve at half-maximal effect; some results filed as inactive show a strong effect at the top dose
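CellTiter-Glo luminescence gave cytotoxicity after 18 hours at 37 degrees C. The cells were HepG2 CAGA-GFP in 1% FBS DMEM, stimulated with 500 pg/mL TGF-beta after compound addition. %Activity was normalised to no-cell wells (complete cell-killing) and DMSO (no toxicity), and curves were fitted and classified.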
ATXN2 expr inh: Primary qHTS for Inhibitors of ATXN expression | HEK-293 ATXN2-luciferase reporter, luminescence, 24 h | Potency, µM (doses to about 57 µM), inactives show at the highest dose activity change, negative = inhibition, actives largely listed as inhibitors | actives 0.72% (n = 360,000); also: potency is read from the fitted curve at half-maximal effect; % is scaled to controls: 0 for no effect and ±100 for the full control effect; nearly all actives have a fitted effect of over 55% in size
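qHTS (up to 57 uM final) was run with 24 h compound exposure of reporter cells at 37 °C. Each well was multiplexed: SteadyGlo luminescence measured ATXN2-luciferase expression after a fluorogenic Gly-Phe-AFC viability readout (25 uM final).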
S2 tox: Viability Counterscreen for Primary qHTS for Inhibitors of ATXN expression | S2 cells (HEK-293 line with an ATXN2-luciferase reporter) viability, CellTiter-Fluor protease fluorescence, 24 h | Potency, µM (highest dose often 56.7 µM), hits mostly cytotoxic | actives 0.49% (n = 400,000) | AID 651635, 2014; also: potency is read from the fitted curve at half-maximal effect; nearly all actives have a fitted effect of over 40% in size
Nrf2 ARE act: qHTS of Nrf2 Activators | AREc32 ARE-luciferase reporter (MCF7-derived line), luminescence, 24 h | Potency, µM (top dose mostly 46.1 µM), inactives show top-dose activation, actives largely listed as activators | actives 0.31% (n = 410,000) | AID 624171, 2012; also: potency is read from the fitted curve at half-maximal effect; % of control where 0% means no effect; nearly all actives have a fitted effect of over 65% in size
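Steps: seed AREc32_Fluc cells (1000/well, 5% FBS OPTI-MEM); incubate overnight at 37 deg C; add 23 nL compound; incubate 24 hr; add Steady-Glo; hold 30 min RT; read luminescence.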
TGFb inhibitor: qHTS for Inhibitors of TGF-b; HepG2 CAGA-GFP TGF-b/SMAD3 reporter, GFP fluorescence, 18 h; TGF-beta stimulated, 500 pg/mL final; Potency, µM (series often up to 46.1 µM), inactives show top-dose activity, negative = inhibition, hits mostly inhibitors; actives 1.2% (n = 410,000); AID 588855, 2011; also: potency is read from the fitted curve at half-maximal effect; % is scaled to controls: 0 for no effect and ±100 for the full control effect; nearly all actives have a fitted effect of over 65% in size
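Inhibition of TGF-beta-driven CAGA-GFP reporter expression in HEPG2 cells is measured by cellular GFP fluorescence after 18 h stimulation with 500 pg/mL recombinant TGF-beta in 1% FBS medium at 37 degrees C.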
A549 tox: Nrf2 qHTS screen for inhibitors: counterscreen for cytotoxicity; Potency, µM (highest dose often 46 µM), without a hit: at the highest dose activity change, negative = cytotoxicity, actives largely listed as inhibitors; AID 504648, 2011; actives 0.16% (n = 390,000); A549 ARE-Fluc cells, CellTiter-Fluor viability, 18-24 h; also: potency is read from the fitted curve at half-maximal effect; % is scaled to controls: 0 for no effect and ±100 for the full control effect
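A549 ARE-Fluc cells in 5% FBS OPTI-MEM, 5000 cells/well, rested 2 h then exposed to compounds in concentration-response for 18-24 h at 37 °C. Viability by CellTiter-Fluor fluorescence (Ex 405/Em 525) after 30 min; luciferase luminescence (BugLite, 15 min, RT) read afterwards.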
Nrf2 block: Nrf2 qHTS screen for inhibitors; A549 ARE-Fluc reporter, luciferase luminescence, 18-24 h; Potency, µM (series often up to 46 µM), for the others: at the highest dose activity change, negative = inhibition, hits mostly inhibitors; actives 2.1% (n = 360,000); also: potency is read from the fitted curve at half-maximal effect; % is scaled to controls: 0 for no effect and ±100 for the full control effect; nearly all actives have a fitted effect of over 60% in size
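Cells were seeded and rested 2 h, then exposed to compounds for 18-24 h. CellTiter-Fluor was read first as a viability measure. BugLite was added 15 min before the final luminescent read of ARE-luciferase activity in A549 cells.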
EPAC2 agonist: qHTS for Agonist of cAMP-regulated guanine nucleotide exchange factor 4 (EPAC2): primary screen | actives 0.079% (n = 360,000) | EPAC2 activation, biochemical qHTS; response scale: 100% = 6.5 mM cAMP response | Potency, µM (highest dose often 154 µM), inactives show at the top dose activation, hits mostly activators | Rap guanine nucleotide exchange factor 4 (Homo sapiens), Q8WZA2; also: potency is read from the fitted curve at half-maximal effect; nearly all actives have a fitted effect of over 50% in size
Target sequence (Q8WZA2 whole entry, looked up): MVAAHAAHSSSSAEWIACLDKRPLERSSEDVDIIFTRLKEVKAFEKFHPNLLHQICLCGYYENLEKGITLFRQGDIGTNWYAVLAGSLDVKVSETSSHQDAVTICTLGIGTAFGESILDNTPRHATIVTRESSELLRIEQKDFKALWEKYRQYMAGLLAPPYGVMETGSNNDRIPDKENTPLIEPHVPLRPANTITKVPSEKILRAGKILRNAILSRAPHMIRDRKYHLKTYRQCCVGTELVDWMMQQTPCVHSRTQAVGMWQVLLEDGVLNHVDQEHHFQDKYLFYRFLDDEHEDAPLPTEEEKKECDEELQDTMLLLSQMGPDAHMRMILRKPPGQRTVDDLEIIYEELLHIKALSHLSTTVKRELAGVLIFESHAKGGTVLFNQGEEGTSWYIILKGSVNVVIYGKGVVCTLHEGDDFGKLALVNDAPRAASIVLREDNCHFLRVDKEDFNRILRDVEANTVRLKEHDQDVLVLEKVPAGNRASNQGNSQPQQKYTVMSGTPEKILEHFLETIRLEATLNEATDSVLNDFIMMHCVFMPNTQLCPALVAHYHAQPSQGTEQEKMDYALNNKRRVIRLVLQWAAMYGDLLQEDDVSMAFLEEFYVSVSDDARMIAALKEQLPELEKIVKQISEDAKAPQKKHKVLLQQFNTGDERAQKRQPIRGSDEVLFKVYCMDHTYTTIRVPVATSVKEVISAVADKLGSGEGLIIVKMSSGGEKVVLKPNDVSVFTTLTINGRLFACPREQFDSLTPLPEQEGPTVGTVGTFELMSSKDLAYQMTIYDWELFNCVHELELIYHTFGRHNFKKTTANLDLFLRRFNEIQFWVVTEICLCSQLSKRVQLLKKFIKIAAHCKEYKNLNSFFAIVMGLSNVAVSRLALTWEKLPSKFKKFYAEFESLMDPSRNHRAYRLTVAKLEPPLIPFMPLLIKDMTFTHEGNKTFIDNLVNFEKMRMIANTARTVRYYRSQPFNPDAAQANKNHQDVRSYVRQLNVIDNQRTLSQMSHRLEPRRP
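Readout is BODIPY fluorescence (480 nm excitation, 540 nm emission), which falls as labeled GDP is exchanged off Rap1B. EPAC2 at 100 nM acted on 250 nM RAP1B-BODIPY-GDP with 50 uM GDP present.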
IL2 activator: qHTS of IL-2 Activators; actives 0.065% (n = 360,000); activation, % (series mostly up to about 46 µM); IL-2 activation reporter assay, cell-based qHTS; stimulated with anti-CD3/CD4/CD28 beads; in transgenic mouse T cells; in the data active = activation above about 50%; inconclusive = mostly about 30% to 49%; also: 0% is about no effect
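Unstimulated transgenic mouse T cells, 750 per well, received compound and, after 60 minutes, anti-CD3/anti-CD4 bead plus anti-CD28 stimulation. EGFP and DsRed were quantified after 18 hours.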
Starred values were filed as active, the others as inactive; & = joins results of further samples; ! = a repeat was not active; [ ] = dose if it differs, or a comment. Unless noted, calls follow the shape of the dose curve; as a rule, active = well fitted curve in the direction sought with a large enough effect; inconclusive = small, poorly fitted or top-dose-only effect, or another doubt; inactive = no such curve, though single readings can be large; an effect the other way counts as inactive or inconclusive. The order is random; overall some 4.3% were active at least once.

`CCN(CC)S(=O)(=O)c1cccc(C(=O)NC(C(=O)NC2=NCCS2)C(C)C)c1` (stereo not given) gave HepG2 viability 5%, ATXN2 expr inh -6%, S2 tox inactive, Nrf2 ARE act -0.3%, TGFb inhibitor 5%, A549 tox 0%, EPAC2 agonist 1% and IL2 activator -1.4.
Screening C=CCn1c(Oc2cc(C)ccc2C)nc2c1c(=O)n(C)c(=O)n2C returned HepG2 viability 5%, ATXN2 expr inh -3%, S2 tox inactive, Nrf2 ARE act -0.7%, TGFb inhibitor -20%, A549 tox 4%, Nrf2 block -12%, EPAC2 agonist 3% and IL2 activator -0.4.
Screening COc1ccc(CCN2CC(C(=O)NCCN3CCOC3=O)CCC2=O)cc1 (stereo not given) returned HepG2 viability 6%, ATXN2 expr inh -3%, S2 tox inactive, Nrf2 ARE act -0.1%, TGFb inhibitor -10%, A549 tox 0%, Nrf2 block 1%, EPAC2 agonist 2% and IL2 activator -0.5.
For CCc1ccc(N(C(C)=O)C2C=CS(=O)(=O)C2)cc1 (stereo not given) the results were HepG2 viability -13%, ATXN2 expr inh 0%, S2 tox inactive, Nrf2 ARE act 2.3%, TGFb inhibitor 3%, A549 tox -18%, Nrf2 block 5%, EPAC2 agonist 1% and IL2 activator -1.1.
Screening O=C(OCC(=O)N1CCc2ccccc21)c1ccc([N+](=O)[O-])cc1 returned HepG2 viability 4%, ATXN2 expr inh -13%, S2 tox inactive, Nrf2 ARE act 1.0%, TGFb inhibitor 0%, A549 tox -3%, Nrf2 block -13%, EPAC2 agonist 0% and IL2 activator 0.5.
For Cc1ccc(NC(=O)CSCc2nc3c(nnn3Cc3ccc(F)cc3)c(=O)[nH]2)c(C)c1 the results were HepG2 viability 9%, ATXN2 expr inh -4%, S2 tox inactive, Nrf2 ARE act 2.9%, TGFb inhibitor -16%, A549 tox 0%, Nrf2 block inconclusive, EPAC2 agonist -12% and IL2 activator -3.7.
Screening CN(C)C(=O)CSc1nc2cc(S(=O)(=O)N3CCOCC3)ccc2o1 returned HepG2 viability -12%, ATXN2 expr inh 0%, S2 tox inconclusive, Nrf2 ARE act -0.3%, TGFb inhibitor 18%, A549 tox 0%, Nrf2 block -2%, EPAC2 agonist 0% and IL2 activator 0.9.
Screening COc1ccc(CNC(=O)C2CCCN(C(=O)N3CCOc4ccccc43)C2)cc1 (stereo not given) returned HepG2 viability -15%, Nrf2 ARE act 0.5%, TGFb inhibitor inconclusive, A549 tox 16% and Nrf2 block inconclusive.
Screening Cc1ccc(C(=O)Nc2cccc([N+](=O)[O-])c2)cc1S(=O)(=O)Nc1ccc(C(=O)O)cc1 returned HepG2 viability 9%, ATXN2 expr inh -6%, S2 tox inactive, Nrf2 ARE act 2.6%, TGFb inhibitor 1%, A549 tox -5%, Nrf2 block -12%, EPAC2 agonist -2% and IL2 activator 3.8.
For O=C(Cc1ccccc1Cl)Nc1cccc(S(=O)(=O)N2CCOCC2)c1 the results were HepG2 viability 0%, ATXN2 expr inh 15%, S2 tox inactive, Nrf2 ARE act -0.3%, TGFb inhibitor 1%, A549 tox -9%, Nrf2 block 1%, EPAC2 agonist 1% and IL2 activator -0.5.
Screening CCn1cnc2cc(NCc3ccc(N(C)C)cc3)ccc21 returned HepG2 viability 7.1µM*!, ATXN2 expr inh inconclusive, S2 tox inconclusive, Nrf2 ARE act 0.0%&-0.6%, TGFb inhibitor 10µM*, A549 tox -12%&-1%, Nrf2 block -27%&14%, EPAC2 agonist 5% and IL2 activator -2.9.
Screening COc1cc(NS(=O)(=O)c2cc(NC(C)=O)ccc2OC)c(OC)cc1NC(=O)c1ccccc1 returned HepG2 viability -4%, ATXN2 expr inh 3%, S2 tox inconclusive, Nrf2 ARE act 5.4%, TGFb inhibitor 15%, A549 tox -10%, Nrf2 block inconclusive, EPAC2 agonist 3% and IL2 activator -0.3.
For CCOC(=O)c1c(C)c(-c2ccccc2)n(CC(=O)Nc2cc(C)ccc2OC)c1C the results were HepG2 viability -1%, ATXN2 expr inh -3%, S2 tox inactive, Nrf2 ARE act 0.4%, TGFb inhibitor -17%, A549 tox 4% and Nrf2 block -5%.
O=C(COc1ccccc1Cl)Nc1ccc(C(=O)c2ccc(C(=O)O)cc2)cc1 was read as HepG2 viability -22%, ATXN2 expr inh 26%, S2 tox inactive, Nrf2 ARE act 0.2%, TGFb inhibitor 0%, A549 tox 0%, Nrf2 block -15%, EPAC2 agonist 4% and IL2 activator -2.4.
Cc1c(CCC(=O)NCC(=O)O)c(=O)oc2cc3occ(-c4ccccc4)c3cc12 was read as HepG2 viability -14%, ATXN2 expr inh -11%, S2 tox inactive, Nrf2 ARE act -0.6%, TGFb inhibitor 6%, A549 tox 2%, Nrf2 block inconclusive, EPAC2 agonist 7% and IL2 activator -1.9.
For COc1ccc(NC(=O)CCN2CCN(S(=O)(=O)c3ccc(F)cc3)CC2)cc1 the results were HepG2 viability -1%, ATXN2 expr inh -13%, S2 tox inconclusive, Nrf2 ARE act -0.6%, TGFb inhibitor 1%, A549 tox -9%, Nrf2 block -2%, EPAC2 agonist 8% and IL2 activator -1.4.
`COc1ccc(N(CC(=O)NC2CCS(=O)(=O)C2)S(=O)(=O)c2ccc(Cl)c(Cl)c2)cc1` (stereo not given) gave HepG2 viability 2%, ATXN2 expr inh 3%, S2 tox inactive, Nrf2 ARE act 0.2%, TGFb inhibitor -2%, A549 tox -5%, Nrf2 block -18%, EPAC2 agonist -2% and IL2 activator 0.4.
`O=C(OCC(=O)N1CCN(c2ccccc2)CC1)c1ccc([N+](=O)[O-])s1` gave HepG2 viability -22%, S2 tox inactive, Nrf2 ARE act 12%, TGFb inhibitor inconclusive, A549 tox -3%, Nrf2 block -16%, EPAC2 agonist -1% and IL2 activator 0.0.
Screening COc1ccc(CNC(=O)C2CCC(=O)N(CCCN3CCCC3=O)C2)c(OC)c1 (stereo not given) returned HepG2 viability 8%, ATXN2 expr inh 11%, S2 tox inactive, Nrf2 ARE act -0.4%, TGFb inhibitor -4%, A549 tox -7%, Nrf2 block 22%, EPAC2 agonist 5% and IL2 activator -2.5.
COC(=O)c1ccc(SCc2cnc(Cl)s2)cc1 was read as HepG2 viability 8%, ATXN2 expr inh 19%, S2 tox inactive, Nrf2 ARE act 2.3%, TGFb inhibitor 2%, A549 tox -12%, Nrf2 block 1%, EPAC2 agonist 9% and IL2 activator -2.4.

Reprinted from the part before: 2 entries, then new ones.
Screening COc1ccc(CNC(=O)C2CCC(=O)N(CCCN3CCCC3=O)C2)c(OC)c1 (stereo not given) returned HepG2 viability 8%, ATXN2 expr inh 11%, S2 tox inactive, Nrf2 ARE act -0.4%, TGFb inhibitor -4%, A549 tox -7%, Nrf2 block 22%, EPAC2 agonist 5% and IL2 activator -2.5.
COC(=O)c1ccc(SCc2cnc(Cl)s2)cc1 was read as HepG2 viability 8%, ATXN2 expr inh 19%, S2 tox inactive, Nrf2 ARE act 2.3%, TGFb inhibitor 2%, A549 tox -12%, Nrf2 block 1%, EPAC2 agonist 9% and IL2 activator -2.4.
CCOc1ccccc1CNC(=O)c1cn(C)c(=O)c2c1c1ccccc1n2C was read as HepG2 viability -5%, S2 tox inactive, Nrf2 ARE act -0.2%, TGFb inhibitor -10%, A549 tox -6%, Nrf2 block 8%, EPAC2 agonist -1% and IL2 activator 0.5.
For Cc1cccc(N2C(=O)CN(Cc3ccccc3)C2=S)c1 the results were HepG2 viability 0%, ATXN2 expr inh 1%, S2 tox inactive, Nrf2 ARE act 0.6%, TGFb inhibitor 0%, A549 tox -1%, Nrf2 block inconclusive, EPAC2 agonist 7% and IL2 activator 0.7.
For COc1ccc(C(NC(N)=O)c2ccccc2)cc1 (stereo not given) the results were HepG2 viability -4%, ATXN2 expr inh 0%, S2 tox inactive, Nrf2 ARE act -0.3%, TGFb inhibitor 4%, A549 tox 1%[1.84 µM], Nrf2 block 10%, EPAC2 agonist 1% and IL2 activator -1.7.
For O=C(O)CC(NCc1ccco1)C(=O)OCC1CCCO1 (stereo not given) the results were HepG2 viability -5%, ATXN2 expr inh 4%, S2 tox inactive, Nrf2 ARE act -0.3%, TGFb inhibitor 2%, A549 tox -1%, Nrf2 block 1%, EPAC2 agonist 4% and IL2 activator -0.8.
CCOC(=O)[C@]12CCCC=C1N(Cc1cccc3ccccc13)C(=O)[C@H](CC(=O)N1CCCC1)C2 was read as ATXN2 expr inh -18%, S2 tox inconclusive, Nrf2 ARE act 2.7%, EPAC2 agonist 12% and IL2 activator -0.4.
C/C(CC(=O)Nc1cccc(Cl)c1Cl)=N\NC(=O)C(=O)N1CCCC1 was read as HepG2 viability 6%, ATXN2 expr inh -7%, S2 tox inactive, Nrf2 ARE act 0.7%, TGFb inhibitor 0%, A549 tox 2%, Nrf2 block 5%, EPAC2 agonist 4% and IL2 activator -2.1.
`O=C(Nc1cccnc1)c1c(F)cccc1F` gave HepG2 viability -20%, ATXN2 expr inh 0%, S2 tox inactive, Nrf2 ARE act 0.0%, TGFb inhibitor -18%, A549 tox 0%, Nrf2 block 9%, EPAC2 agonist 10% and IL2 activator -3.6.
`COc1ccc(C2CC(c3cccc(OC)c3)=NN2c2ccc(S(N)(=O)=O)cc2)cc1` (stereo not given) gave HepG2 viability -34%, ATXN2 expr inh inconclusive, S2 tox inactive, Nrf2 ARE act -0.6%, TGFb inhibitor inconclusive, EPAC2 agonist 4% and IL2 activator 0.6.
